thrombin 1536 = thrombin (human) inhibition; inhibition, % at 5 µM; 0.26% of 220,000 active; AID 1046; alpha-thrombin, Boc-VPR-AMC fluorogenic substrate cleavage; P00734;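 active = inhibition at or above 40%; inactive = inhibition below 40%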;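 also: 0% = enzyme with no compound and 100% = wells without enzyme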
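Material: human alpha-thrombin protein; Also added: Boc-VPR-AMC substrate, 15 µM final; Timing: enzyme reaction carried out at room temperature; Signal: fluorescence, ex 355 nm, em 460 nm; Measure: % inhibition of thrombin; Controls: enzyme without compound as high, wells lacking enzyme as low.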
L929 necroptosis = blocks zVAD induced death of L929 cells | L929 zVAD necroptosis rescue, ATP luminescence, 24 h; with zVAD 60 µM | viability rescue, % at 10 µM | 0.38% of 220,000 active | AID 1377;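 active = activation, scaled between plate controls, above about 75%, limit read from the data; inactive = activation under that limit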;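 also: 0% = zVAD with DMSO and 100% = DMSO alone without zVAD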
FXIIa inh = factor XIIa (human) inhibition; P00748; purified FXIIa, Boc-QGR-AMC fluorogenic substrate, 2 h; inhibition, % at 5 µM; 0.3% of 220,000 active; in the data active = inhibition above about 40%;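 also: 0% = enzyme with no compound and 100% = blank without enzyme; many of its hits are not listed in these tables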
Target sequence (P00748 20-372 limits assumed): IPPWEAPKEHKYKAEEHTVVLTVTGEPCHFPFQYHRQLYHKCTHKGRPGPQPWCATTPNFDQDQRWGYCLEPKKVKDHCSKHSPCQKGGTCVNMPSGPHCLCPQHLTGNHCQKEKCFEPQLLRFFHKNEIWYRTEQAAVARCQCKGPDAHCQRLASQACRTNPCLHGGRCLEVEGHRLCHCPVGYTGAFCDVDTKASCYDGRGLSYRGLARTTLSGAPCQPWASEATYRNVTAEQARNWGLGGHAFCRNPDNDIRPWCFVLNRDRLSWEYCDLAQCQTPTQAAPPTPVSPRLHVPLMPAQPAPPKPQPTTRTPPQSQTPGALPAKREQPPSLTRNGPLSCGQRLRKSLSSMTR
Target sequence (P00748 373-615 limits assumed): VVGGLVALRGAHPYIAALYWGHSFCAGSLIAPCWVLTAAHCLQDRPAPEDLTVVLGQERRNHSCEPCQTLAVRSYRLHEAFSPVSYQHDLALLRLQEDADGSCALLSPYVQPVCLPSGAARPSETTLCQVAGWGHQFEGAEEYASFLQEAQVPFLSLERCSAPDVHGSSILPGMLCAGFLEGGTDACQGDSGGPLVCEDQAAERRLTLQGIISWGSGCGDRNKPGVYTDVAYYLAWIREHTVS
KCC2 mod = modulates chloride dependent transport by human KCC2; AID 1456; B-score of Tl+ flux slope (higher = more flux/activation; lower = inhibition) at 10 µM; KCC2 cells, thallium flux FluoZin-2 fluorescence; 2.2% of 190,000 active; Q9H2X9;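 active = thallium flux slope and its plate-corrected score both differing from the plate sample mean at a set confidence after two filtering rounds, in either direction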;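 also: slope of fluorescence scaled to starting intensity during 10 to 20 s after thallium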
FXIa inh = blocks human coagulation factor XIa protease activity; P03951; purified FXIa, Boc-Glu-Ala-Arg-AMC fluorogenic substrate; inhibition, % at 5 µM; 0.14% of 220,000 active;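 active = inhibition of at least 40%; inactive = inhibition below 40%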;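 also: fluorescence of freed AMC excited at 355 nm; 0% = enzyme without compound and 100% = no enzyme blank; many of its hits are not listed in these tables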
Rad51 HR inh = blocks human Rad51 in homologous recombination | Q06609 | hRad51 DNA strand exchange, fluorescence dequenching | inhibition, % at 10 µM | 0.085% of 200,000 active | AID 1385;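 active = inhibition above 40% at the single screening dose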;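 also: 0% = DMSO control wells and 100% = blanks with heterologous ssDNA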
Target sequence (Q06609 whole entry, looked up): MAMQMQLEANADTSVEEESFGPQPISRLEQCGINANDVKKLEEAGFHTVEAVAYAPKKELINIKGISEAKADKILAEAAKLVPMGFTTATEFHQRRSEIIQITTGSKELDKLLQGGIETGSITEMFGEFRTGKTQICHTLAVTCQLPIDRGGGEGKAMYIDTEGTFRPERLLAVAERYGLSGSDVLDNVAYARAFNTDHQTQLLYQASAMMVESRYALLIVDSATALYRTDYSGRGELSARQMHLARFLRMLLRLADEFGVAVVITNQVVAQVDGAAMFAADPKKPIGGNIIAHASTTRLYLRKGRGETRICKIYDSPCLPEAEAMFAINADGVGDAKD
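Read-out basis: percent inhibition relative to plate controls and blanks / Assay system: human Rad51 nucleoprotein filaments preassembled on unlabelled ssDNA / Timing: filaments 15 min 37 °C, then compound 30 min / Control set: per-plate controls and blanks / Technique: fluorescence dequenching at 485/520 nm / Compound: 10 µM final, single point / Also added: Fluorescein- and BHQ1-tagged 47-mer duplex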
Hck-Nef inh = human Hck-Nef kinase inhibition. AID 463187. inhibition, % at 20 µM. 0.68% of 220,000 active. P08631. Recombinant Hck-YEEI plus Nef, Z-Lyte FRET kinase assay;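 active = Hck-Nef kinase inhibition above about 50%, limit read from the data; inactive = inhibition below that limit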;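 also: 0% = DMSO with Hck plus Nef and 100% = Hck alone without Nef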
TNF necrop inh = inhibitors of TNF-alpha induced necroptosis in Jurkat FADD-/- cells | Jurkat FADD-/- TNF necroptosis rescue, ATP luminescence, 24 h; 0 = TNF only, 100 = no-TNF cells | activation (protection from cell death), % at 10 µM | 0.068% of 220,000 active;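 active = activation, meaning protection from cell death, of at least 50% relative to plate controls; inactive = activation below 50%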;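 also: necroptosis triggered by 40 ng/mL TNF-alpha added together with compound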
KLK5 inh = inhibitors of human kallikrein 5 | Q9Y337 | recombinant hK5, fluorogenic AMC substrate cleavage | inhibition, % at 5 µM | 0.59% of 210,000 active;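 active = inhibition of 40% or more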;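 also: 0% = enzyme controls without compound and 100% = no-enzyme blanks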
An asterisk follows results filed as active; / = not tested or not shown.

Each structure is followed by: thrombin 1536	L929 necroptosis	FXIIa inh	KCC2 mod	FXIa inh	Rad51 HR inh	Hck-Nef inh	TNF necrop inh	KLK5 inh
COc1ccc(Nc2nc(-c3ccccc3)nc3ccccc23)c(OC)c1
    1	-0.1	16	0.33	13	-2	13	0.6	19
CCCCNC(=O)Cn1c(=O)n(C)c2ccccc21
    -1	-0.3	8	0.065	-1	-2	1	0.8	3
O=[N+]([O-])c1ccccc1Oc1ccc(C(F)(F)F)cn1
    -2	1.1	-1	0.57	-5	5	-13	1.5	-10
Cc1cccc(NC(=O)CCN2C(=O)C3C4CCC(C4)C3C2=O)c1C (stereo not drawn)
    0	0.0	20	/	7	-2	-2	-0.9	1
COc1c(C)cc(C(=O)C2CCCN(C(=O)c3ccoc3)C2)cc1C (stereo not drawn)
    -4	-0.1	3	/	-2	27	-3	0.9	/
Cc1ncc(CO)c2c1OC(C)(C)OC2
    -3	/	4	/	-1	2	/	/	-10
N=C1C(c2nc3ccccc3[nH]2)=C(O)CN1NC(=O)c1c[nH]c2ccccc12
    -3	0.4	0	-2.4	-3	2	26	0.5	-26
CCc1ccc(NC(=O)CC2NCCNC2=O)cc1 (stereo not drawn)
    7	-0.2	14	-0.37	-3	4	15	0.5	-11
CCS(=O)(=O)N1Cc2ccccc2CC1C(=O)Nc1nnc(SCc2ccc(F)cc2)s1 (stereo not drawn)
    -4	0.1	14	1.2	7	9	-3	2.0	-13
CCOC(=O)C1=NN(N=O)C2(CC(=O)N(c3cc(C)cc(C)c3)C2=O)C1 (stereo not drawn)
    1	0.1	13	-1.4	3	0	3	-2.0	6
CN(C)CCSc1nc(-c2ccccc2)nc2c1CCCC2
    -4	0.0	8	0.18	3	20	-58	4.1	2
CC(C)N(C(=O)CSc1nnnn1C1CCCC1)C(C)C
    -3	0.3	4	0.8	-7	2	1	0.1	29
COc1cc(OC)cc(N(C(=O)c2ccco2)C(C(=O)NC2CCCC2)c2ccc(N(C)C)cc2)c1 (stereo not drawn)
    -18	-0.6	5	-0.49	-8	5	-1	-4.3	-11
CCCc1ccc(OCc2ccc(C(=O)NCc3cccnc3)o2)c(OC)c1
    -4	-0.5	11	0.03	-1	-2	23	-0.2	3
CCN1C(=O)c2ccccc2S(=O)c2ccc(C(=O)N3CCCC3)cc21 (stereo not drawn)
    -11	1.5	-4	-0.13	-8	8	-2	2.2	-5
S=c1[nH]nc(Cc2sc(-c3ccccc3)nc2-c2ccccc2)o1
    -2	0.8	11	-0.41	2	/	0	1.2	5
Cc1cccc(NC(=O)Cn2cnc3c(oc4nc5c(cc43)COC(C)(C)C5)c2=O)c1
    -1	0.4	7	0.76	10	-12	2	2.0	2
NC(=O)/C(=C/c1ccco1)C(N)=S
    -3	0.1	3	/	-2	-30	-70	-2.9	-2
CC(C)n1nnnc1SCC(=O)N1CCOCC1
    -8	1.3	-4	1.3	-6	9	-2	0.8	-3
CCOc1ccc(NC(=O)CN2CCN(CC(=O)Nc3ccc(F)c(F)c3)CC2)cc1
    -6	-0.2	9	-0.31	2	-9	1	0.6	-15

Structures shown so far that contain a halogen:
Each structure is followed by: thrombin 1536	L929 necroptosis	FXIIa inh	KCC2 mod	FXIa inh	Rad51 HR inh	Hck-Nef inh	TNF necrop inh	KLK5 inh
O=[N+]([O-])c1ccccc1Oc1ccc(C(F)(F)F)cn1
    -2	1.1	-1	0.57	-5	5	-13	1.5	-10
CCS(=O)(=O)N1Cc2ccccc2CC1C(=O)Nc1nnc(SCc2ccc(F)cc2)s1 (stereo not drawn)
    -4	0.1	14	1.2	7	9	-3	2.0	-13
CCOc1ccc(NC(=O)CN2CCN(CC(=O)Nc3ccc(F)c(F)c3)CC2)cc1
    -6	-0.2	9	-0.31	2	-9	1	0.6	-15

(cont.)
Each structure is followed by: thrombin 1536	L929 necroptosis	FXIIa inh	KCC2 mod	FXIa inh	Rad51 HR inh	Hck-Nef inh	TNF necrop inh	KLK5 inh
COC(=O)CSc1nc(SCc2ccccc2Cl)nc2c1CCCC2
    -3	0.1	-9	/	-9	9	1	-2.3	25
CC(=O)Oc1ccc(-c2csnn2)cc1
    4	0.4	21	0.14	4	2	0	-2.5	5
COc1ccc(S(=O)(=O)N2Cc3ccccc3CC2C(=O)O)cc1 (stereo not drawn)
    3	0.3	15	0.56	3	-5	6	0.4	-3
Cc1cccc(NC(=O)CN2C(=O)S/C(=C\c3ccc(-c4cccc(C(=O)O)c4C)o3)C2=O)c1
    0	26	/	-0.49	0	-4	-9	1.5	-2
O=C(CN1CCN(C2CCCCC2)CC1)Nc1ccccc1-c1ccccc1
    2	-0.2	21	/	2	/	2	0.7	-17
CC(NC(=O)CN(C)S(=O)(=O)c1cnc[nH]1)c1ccccc1 (stereo not drawn)
    -8	-0.3	2	0.67	-5	/	9	1.0	/
Cc1cc(C)n(Cc2cc(C(=O)O)c3ccccc3n2)n1
    -9	13	6	-0.42	-7	5	20	1.0	-5
CCn1c(N)c(C(=O)NC2CCCCC2)sc1=S
    0	-0.7	9	0.0025	5	-7	-3	3.1	-7
COCCCNC(=O)c1ccc(CN2CCc3ccccc3C2)cc1
    -6	3.1	6	-0.43	-1	7	20	0.2	2
Cn1nnnc1SCC(=O)N1CCN(C(=O)c2ccco2)CC1
    -17	2.1	-5	0.23	-3	3	-4	1.0	-7
Cn1nc(C(F)(F)F)c(-c2ccccc2)c1NC(=O)CSCC(=O)O
    -3	0.9	6	0.74	2	-19	-4	0.0	-3
Cc1ccc(CNC(=O)c2oc3ccc(S(=O)(=O)N4CCOCC4)cc3c2C)cc1
    3	0.2	11	/	0	-5	5	-9.9	4
COC(=O)c1c[nH]n2c(=O)cc(C)nc12
    2	-0.1	1	0.69	-5	1	0	-1.9	3
CCCn1c(SCC(=O)NCc2ccc(OC)cc2)n[nH]c1=O
    12	0.2	5	-0.69	-1	-10	13	1.1	-2
COc1ccc(CNC(=S)Nc2cccc(C)c2)cc1
    5	-0.7	16	/	3	/	0	-7.7	-9
CCC(C)(C)NC(=O)C(c1ccc(O)cc1)N(C(=O)Cn1nnc2ccccc21)c1ccc(NC(C)=O)cc1 (stereo not drawn)
    3	0.4	10	1.5	2	-9	9	0.4	1
CC(=O)c1c(C)[nH]c(C(=O)OCC(=O)NCCC(C)C)c1C
    -7	1.3	10	0.0088	4	-13	22	-0.6	-1
O=C1C2CC=C(Cl)CC2C(=O)N1CCC[n+]1ccccc1 (stereo not drawn)
    -5	0.2	-11	/	-12	0	-1	-6.8	-16
CCOn1c(=O)c(-c2cccs2)[n+]([O-])c2ccccc21
    12	0.9	3	3.8*	12	-3	-16	0.0	16
O=C(NC(=S)Nc1cccc(Cl)c1N1CCCCC1)c1cccs1
    -3	0.4	5	1.9	-8	-11	1	-7.8	11

Whole records, quoted from the list.
CCCn1c(SCC(=O)NCc2ccc(OC)cc2)n[nH]c1=O is listed as thrombin 1536 = 12; L929 necroptosis = 0.2; FXIIa inh = 5; KCC2 mod = -0.69; FXIa inh = -1; Rad51 HR inh = -10; Hck-Nef inh = 13; TNF necrop inh = 1.1; KLK5 inh = -2
COc1ccc(CNC(=S)Nc2cccc(C)c2)cc1 is listed as thrombin 1536 = 5; L929 necroptosis = -0.7; FXIIa inh = 16; KCC2 mod = /; FXIa inh = 3; Rad51 HR inh = /; Hck-Nef inh = 0; TNF necrop inh = -7.7; KLK5 inh = -9

(continued)
Each structure is followed by: thrombin 1536	L929 necroptosis	FXIIa inh	KCC2 mod	FXIa inh	Rad51 HR inh	Hck-Nef inh	TNF necrop inh	KLK5 inh
S=C(Nc1ccccc1)Nc1cccc(Br)c1
    -10	-0.2	2	1.3	-5	4	-8	-2.3	-4
COC(=O)c1ccccc1NC(=O)CN1CCN(C23CC4CC(CC(C4)C2)C3)CC1
    -11	-0.5	13	0.41	-5	4	-7	-4.3	-18
Cc1ccccc1N=C1NC(=O)/C(=C/c2cccn2C)S1
    -1	1.4	11	-1.2	4	/	28	-5.2	5
COc1ccc([N+](=O)[O-])cc1NC(=S)NC(=O)C(C)(C)C
    -2	0.4	6	0.052	-4	8	19	1.7	2
Cc1noc(C)c1S(=O)(=O)N(C)CC(=O)Nc1ccc(F)cc1
    -3	0.9	2	/	-4	2	2	1.0	-5
CSc1ccc(C#N)cc1NC(=O)c1ccc(Cl)cc1Cl
    9	0.3	2	/	6	2	0	-2.3	7
N#CCSc1ncccc1-c1nc2ccccc2[nH]1
    5	-1.2	16	-0.41	9	7	9	1.6	-7
CC1(c2ccccc2Cl)NC(=O)N(CC(=O)NCCC2=CCCCC2)C1=O (stereo not drawn)
    -5	0.8	3	-0.097	-2	-1	-3	0.0	-4
CCCCC12CN3CCN(CC(C3)/C1=N\NC(=O)Nc1ccccc1)C2
    -1	0.3	11	0.38	5	-2	4	1.8	17
CCCCC[C@H](O)/C=C/[C@@H]1[C@@H](C/C=C\CCCC(=O)OC)[C@@H](O)C[C@H]1O
    1	50	14	-2.5	5	-9	-5	-8.1	36
CCOC(=O)C1=C(C)Nc2ccccc2N=C1NC(=O)Cc1ccc(Cl)c(Cl)c1
    0	0.6	-1	-0.13	1	-12	9	0.4	-15
O=C(OCCOc1ccccc1)c1n[nH]c2ccccc12
    -4	0.7	3	0.11	6	16	7	0.7	5
COc1ccccc1NC(=O)CSc1nnc(-c2ccoc2C)n1CC1CCCO1 (stereo not drawn)
    5	-0.3	29	0.57	19	-3	0	0.0	-4
CCN(CC)S(=O)(=O)c1ccc(/C=C/C(=O)OCC(=O)Nc2ccc(C(N)=O)cc2)cc1
    -3	1.0	1	0.49	-6	6	-4	2.8	-4
NNC(=O)c1ccc(-c2cccc([N+](=O)[O-])c2)o1
    -28	2.2	4	0.028	-12	0	19	0.3	-8
CCNC(=O)c1sccc1-n1cccc1
    0	0.2	4	-0.25	-5	-1	1	0.4	-2
CCn1cc(C(=O)OC)c(=O)c2ccc(C)nc21
    5	0.1	1	0.06	-7	-9	23	-1.2	-5
N/C(Cc1ccc([N+](=O)[O-])cc1)=N\OC(=O)c1ccccc1Br
    -1	0.0	9	-0.27	4	3	2	1.1	-19
COc1cccc(NC(=O)c2ccc(NC(=O)C(C)C)cc2)c1
    2	3.6	12	0.69	4	/	-5	1.4	/
Cc1cc2c(ncn2Cc2ccccc2)c(N)c1C
    -7	1.2	2	0.18	-4	-6	-6	-6.5	0
COc1ccc(C(=O)N/N=C(\C)CC(=O)Nc2cccc(C(F)(F)F)c2)cc1
    -7	-0.3	5	0.55	0	/	5	-1.0	1
O=C(NCn1ccc(=O)[nH]c1=S)c1ccccc1
    4	-0.2	18	-0.4	4	12	1	-2.8	-5
Cc1ccc(CN2C(=O)c3ccccc3NC2c2ccccn2)cc1 (stereo not drawn)
    9	-1.4	22	-2.2	13	5	16	1.2	0

Retrieved one by one from the list above, three records:
Each structure is followed by: thrombin 1536	L929 necroptosis	FXIIa inh	KCC2 mod	FXIa inh	Rad51 HR inh	Hck-Nef inh	TNF necrop inh	KLK5 inh
CCN(CC)S(=O)(=O)c1ccc(/C=C/C(=O)OCC(=O)Nc2ccc(C(N)=O)cc2)cc1
    -3	1.0	1	0.49	-6	6	-4	2.8	-4
NNC(=O)c1ccc(-c2cccc([N+](=O)[O-])c2)o1
    -28	2.2	4	0.028	-12	0	19	0.3	-8
CCCCC[C@H](O)/C=C/[C@@H]1[C@@H](C/C=C\CCCC(=O)OC)[C@@H](O)C[C@H]1O
    1	50	14	-2.5	5	-9	-5	-8.1	36

The list is partial, so the mix of outcomes need not match the whole.
